# Screens (PubChem BioAssay)
# TcdB inh – TcdB glycohydrolase inhibition; 350,000 tested, 0.24% active; AID 652162; TcdB glycohydrolase enzymatic assay, plate reader; inhibition, % at 9.99 µM; in the data active means inhibition above about 10%
# Target sequence (P18177 whole entry, looked up): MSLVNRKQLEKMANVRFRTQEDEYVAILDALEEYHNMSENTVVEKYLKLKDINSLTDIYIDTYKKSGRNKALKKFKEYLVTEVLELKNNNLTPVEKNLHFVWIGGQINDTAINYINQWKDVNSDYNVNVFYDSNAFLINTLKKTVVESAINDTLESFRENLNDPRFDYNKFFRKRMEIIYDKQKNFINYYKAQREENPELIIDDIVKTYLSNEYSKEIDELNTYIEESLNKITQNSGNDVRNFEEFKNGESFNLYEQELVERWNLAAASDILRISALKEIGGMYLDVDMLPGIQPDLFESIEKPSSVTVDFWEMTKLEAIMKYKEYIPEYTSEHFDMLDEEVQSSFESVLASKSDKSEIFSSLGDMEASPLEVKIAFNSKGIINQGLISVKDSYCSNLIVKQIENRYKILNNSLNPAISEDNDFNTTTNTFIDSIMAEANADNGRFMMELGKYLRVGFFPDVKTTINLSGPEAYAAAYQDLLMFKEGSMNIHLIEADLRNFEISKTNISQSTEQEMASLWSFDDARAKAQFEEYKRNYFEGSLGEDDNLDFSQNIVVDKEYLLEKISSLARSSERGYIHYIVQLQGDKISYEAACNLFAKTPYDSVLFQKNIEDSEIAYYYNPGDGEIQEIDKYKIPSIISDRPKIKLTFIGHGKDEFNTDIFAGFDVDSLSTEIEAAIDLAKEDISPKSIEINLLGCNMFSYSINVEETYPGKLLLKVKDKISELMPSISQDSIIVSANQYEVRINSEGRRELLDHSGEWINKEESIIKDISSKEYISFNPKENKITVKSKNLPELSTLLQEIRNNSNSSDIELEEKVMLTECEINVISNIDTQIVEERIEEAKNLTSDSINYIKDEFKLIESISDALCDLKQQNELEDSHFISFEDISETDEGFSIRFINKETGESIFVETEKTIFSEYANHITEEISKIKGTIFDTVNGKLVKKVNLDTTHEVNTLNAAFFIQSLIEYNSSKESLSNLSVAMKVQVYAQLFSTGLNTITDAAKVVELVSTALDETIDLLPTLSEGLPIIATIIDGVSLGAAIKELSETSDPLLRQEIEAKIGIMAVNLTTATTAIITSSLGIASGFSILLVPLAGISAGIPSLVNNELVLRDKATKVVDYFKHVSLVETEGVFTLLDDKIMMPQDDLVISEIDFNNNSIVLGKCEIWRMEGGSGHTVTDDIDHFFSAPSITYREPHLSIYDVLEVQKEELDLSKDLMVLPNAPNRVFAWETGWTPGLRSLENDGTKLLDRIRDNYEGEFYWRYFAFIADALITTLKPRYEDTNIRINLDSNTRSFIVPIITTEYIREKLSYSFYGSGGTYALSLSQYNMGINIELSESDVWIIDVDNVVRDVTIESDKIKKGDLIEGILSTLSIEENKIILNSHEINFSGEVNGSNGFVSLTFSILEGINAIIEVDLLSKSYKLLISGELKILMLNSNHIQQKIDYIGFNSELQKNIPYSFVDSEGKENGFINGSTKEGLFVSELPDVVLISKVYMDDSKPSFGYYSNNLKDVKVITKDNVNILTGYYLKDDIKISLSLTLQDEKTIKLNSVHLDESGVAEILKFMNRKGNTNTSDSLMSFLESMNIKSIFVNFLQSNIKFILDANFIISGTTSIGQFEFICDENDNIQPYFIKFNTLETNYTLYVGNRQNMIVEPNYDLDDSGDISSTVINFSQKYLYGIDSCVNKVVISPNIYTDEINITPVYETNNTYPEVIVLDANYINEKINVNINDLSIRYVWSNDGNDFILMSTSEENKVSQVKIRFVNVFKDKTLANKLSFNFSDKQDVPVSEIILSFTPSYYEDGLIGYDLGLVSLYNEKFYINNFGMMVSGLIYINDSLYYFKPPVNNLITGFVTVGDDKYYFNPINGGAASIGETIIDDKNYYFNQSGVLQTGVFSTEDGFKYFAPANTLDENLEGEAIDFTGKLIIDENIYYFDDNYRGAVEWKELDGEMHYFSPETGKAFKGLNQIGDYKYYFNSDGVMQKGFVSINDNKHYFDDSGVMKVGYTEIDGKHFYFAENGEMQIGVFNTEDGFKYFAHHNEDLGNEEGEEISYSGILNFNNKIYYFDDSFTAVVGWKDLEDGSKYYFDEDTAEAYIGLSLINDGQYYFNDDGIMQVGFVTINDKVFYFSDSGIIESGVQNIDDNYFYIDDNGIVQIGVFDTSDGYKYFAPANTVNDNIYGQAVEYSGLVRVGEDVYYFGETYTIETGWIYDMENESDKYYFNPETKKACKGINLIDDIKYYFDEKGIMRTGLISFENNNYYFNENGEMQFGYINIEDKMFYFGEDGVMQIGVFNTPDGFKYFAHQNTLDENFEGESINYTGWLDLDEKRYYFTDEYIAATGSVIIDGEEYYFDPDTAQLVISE
# Active calls of the source: *; & = joins results of further samples.
SMILES,TcdB inh
C[C@@H]1CN([C@H](C)CO)C(=O)c2cc(NC(=O)CCN3CCOCC3)ccc2O[C@@H]1CN(C)Cc1ccccc1,-0.9
COc1ccc(NC(=O)Nc2ccc3c(c2)C(=O)N([C@@H](C)CO)C[C@@H](C)[C@H](CN(C)S(=O)(=O)c2ccccc2)OCCCC[C@H](C)O3)cc1,0.0
C[C@@H]1CN([C@H](C)CO)C(=O)c2cc(C#Cc3cccc(F)c3)cnc2O[C@H]1CN(C)C(=O)c1ccccc1F,0.0
C[C@@H]1CN([C@@H](C)CO)C(=O)c2cc(NS(=O)(=O)c3ccc(Cl)cc3)ccc2O[C@H]1CN(C)C(=O)Nc1ccccc1,-0.5
CNC[C@H]1Oc2cc(-c3ccccc3OC)ccc2S(=O)(=O)N([C@@H](C)CO)C[C@@H]1C,-1.0
O=C(C[C@H]1C=C[C@@H](NS(=O)(=O)c2ccccc2)[C@H](CO)O1)NCc1ccncn1,-0.5
O=C(c1ccccc1)N1CC(=O)N2[C@@H](CO)[C@@H](c3ccc(C#CC4CC4)cc3)[C@@H]2C1,-0.4
COc1ccc(CN(C)C[C@H]2OCCCC[C@@H](C)Oc3ccc(NC(=O)NC(C)C)cc3C(=O)N([C@H](C)CO)C[C@H]2C)cc1,-3.6
C[C@H](CO)N1C[C@H](C)[C@@H](CN(C)C(=O)Nc2ccc3c(c2)OCO3)OCc2cnnn2CCCC1=O,2.1&-0.4
COc1ccc(NC(=O)N(C)C[C@H]2OCCCC[C@@H](C)Oc3ccc(NC(=O)Nc4ccccc4)cc3C(=O)N([C@H](C)CO)C[C@H]2C)cc1,0.8
COc1cccc(S(=O)(=O)N[C@H]2CC[C@@H](CCNC(=O)Nc3cc(F)ccc3F)O[C@@H]2CO)c1,-0.1
COc1ccc(S(=O)(=O)Nc2ccc3c(c2)CC(=O)N([C@H](C)CO)C[C@H](C)[C@@H](CN(C)C(=O)Nc2ccc(C(F)(F)F)cc2)O3)cc1,-0.4
C[C@@H]1CN([C@@H](C)CO)C(=O)c2cc(NS(=O)(=O)c3cccs3)ccc2O[C@H]1CN(C)Cc1ccc(Cl)c(Cl)c1,0.4
C[C@H](CO)N1C[C@H](C)[C@H](CN(C)C(=O)Nc2ccc3c(c2)OCO3)OCCCC[C@H](C)Oc2ccc(NC(=O)CCCCCC(=O)Nc3ccccc3N)cc2C1=O,0.5
COc1ccc(CN(C)C[C@@H]2Oc3ccc(NC(=O)Nc4ccccc4)cc3C(=O)N([C@@H](C)CO)C[C@H]2C)cc1,-7.8

# Part of the list above in a different format.
Structure | TcdB inh
C[C@@H]1CN([C@@H](C)CO)C(=O)c2cc(NS(=O)(=O)c3ccc(Cl)cc3)ccc2O[C@H]1CN(C)C(=O)Nc1ccccc1 | -0.5
CNC[C@H]1Oc2cc(-c3ccccc3OC)ccc2S(=O)(=O)N([C@@H](C)CO)C[C@@H]1C | -1.0
O=C(C[C@H]1C=C[C@@H](NS(=O)(=O)c2ccccc2)[C@H](CO)O1)NCc1ccncn1 | -0.5
O=C(c1ccccc1)N1CC(=O)N2[C@@H](CO)[C@@H](c3ccc(C#CC4CC4)cc3)[C@@H]2C1 | -0.4
COc1ccc(CN(C)C[C@H]2OCCCC[C@@H](C)Oc3ccc(NC(=O)NC(C)C)cc3C(=O)N([C@H](C)CO)C[C@H]2C)cc1 | -3.6
C[C@H](CO)N1C[C@H](C)[C@@H](CN(C)C(=O)Nc2ccc3c(c2)OCO3)OCc2cnnn2CCCC1=O | 2.1&-0.4
COc1ccc(NC(=O)N(C)C[C@H]2OCCCC[C@@H](C)Oc3ccc(NC(=O)Nc4ccccc4)cc3C(=O)N([C@H](C)CO)C[C@H]2C)cc1 | 0.8
COc1cccc(S(=O)(=O)N[C@H]2CC[C@@H](CCNC(=O)Nc3cc(F)ccc3F)O[C@@H]2CO)c1 | -0.1
COc1ccc(S(=O)(=O)Nc2ccc3c(c2)CC(=O)N([C@H](C)CO)C[C@H](C)[C@@H](CN(C)C(=O)Nc2ccc(C(F)(F)F)cc2)O3)cc1 | -0.4
C[C@@H]1CN([C@@H](C)CO)C(=O)c2cc(NS(=O)(=O)c3cccs3)ccc2O[C@H]1CN(C)Cc1ccc(Cl)c(Cl)c1 | 0.4
C[C@H](CO)N1C[C@H](C)[C@H](CN(C)C(=O)Nc2ccc3c(c2)OCO3)OCCCC[C@H](C)Oc2ccc(NC(=O)CCCCCC(=O)Nc3ccccc3N)cc2C1=O | 0.5

# Additional entries follow:
SMILES,TcdB inh
O=C(Nc1ccc(Cl)c(Cl)c1)N[C@H]1CC[C@@H](CCn2cc(C3CC3)nn2)O[C@@H]1CO,-0.2
Cc1ccc(S(=O)(=O)Nc2ccc3c(c2)C(=O)N([C@@H](C)CO)C[C@@H](C)[C@H](CN(C)C)O3)cc1,-0.7
C[C@H](CO)N1C[C@H](C)[C@H](CN(C)Cc2ccc(C(=O)O)cc2)Oc2c(NS(=O)(=O)c3ccc(F)cc3)cccc2C1=O,-0.6
C[C@H]1CN([C@@H](C)CO)S(=O)(=O)c2ccc(-c3ccccc3)cc2O[C@@H]1CN(C)C,0.1
O=C(NCCc1ccccc1)[C@H]1[C@H](CO)[C@H]2Cn3c(cccc3=O)[C@@H]1N2C(=O)C1CC1,-0.2
Cc1ccc(S(=O)(=O)N(C)C[C@@H]2Oc3c(NC(=O)Nc4ccc(F)cc4)cccc3C(=O)N([C@@H](C)CO)C[C@H]2C)cc1,1.1
O=C(Nc1cc(F)ccc1F)N1CCCCN2[C@H](C1)[C@@H](c1ccc(-c3ccncc3)cc1)[C@@H]2CO,-0.4
C[C@@H]1CN([C@@H](C)CO)C(=O)c2cc(NC(=O)CCCN(C)C)ccc2O[C@@H]1CN(C)C(=O)Nc1ccc2c(c1)OCO2,0.6
CC=Cc1ccc2n(c1=O)C[C@@H]1[C@@H](CO)[C@H](C(=O)N3CCc4ccccc4C3)[C@H]2N1CC (mixture of isomers),0.4
C[C@H]1CN([C@@H](C)CO)C(=O)c2cccc(NS(=O)(=O)c3ccc(Cl)cc3)c2O[C@@H]1CN(C)C,-0.2
C[C@H](CO)N1C[C@H](C)[C@H](CN(C)C(=O)Nc2ccc(C(F)(F)F)cc2)Oc2ncc(/C=C/c3ccccc3)cc2C1=O,0.6
CN(C)CC(=O)Nc1ccc2c(c1)[C@H]1C[C@@H](CC(=O)N(C)C)O[C@@H](CO)[C@H]1O2,0.4
O=C(c1cccnc1)N1CC2(C1)[C@H](c1ccccc1)[C@H](CO)N2C(=O)C1CCC1,-5.1
CCC(=O)N1CC(=O)N2[C@@H](CO)[C@@H](c3ccc(C#CCc4ccccc4)cc3)[C@@H]2C1,-1.1
Cc1noc(C)c1NC(=O)Nc1ccc2c(c1)C(=O)N([C@@H](C)CO)C[C@H](C)[C@H](CN(C)Cc1ccc(C(F)(F)F)cc1)OCCCC[C@H](C)O2,-0.3
C[C@@H]1CN([C@@H](C)CO)C(=O)c2cc(C#C[C@@H](C)O)cnc2O[C@H]1CN(C)Cc1cncnc1,-0.1
COc1cccc(NC(=O)N[C@H]2C=C[C@@H](CC(=O)NCc3ccccn3)O[C@H]2CO)c1,-0.8
C[C@H](CO)N1C[C@H](C)[C@@H](CN(C)Cc2cncnc2)Oc2ncc(-c3cccc(F)c3)cc2C1=O,-0.8
O=C(C[C@H]1C[C@H]2c3cc(NC(=O)Nc4ccccc4F)ccc3O[C@H]2[C@@H](CO)O1)NCc1ccc2c(c1)OCO2,-1.4
Cc1cccc(S(=O)(=O)N2CCCCN3[C@H](C2)[C@H](c2ccc(C#C[C@H](C)O)cc2)[C@@H]3CO)c1,1.0
Cc1noc(C)c1NC(=O)Nc1cccc2c1O[C@@H](CN(C)C(=O)NC1CCCCC1)[C@H](C)CN([C@@H](C)CO)C2=O,-1.2
C[C@@H]1CN([C@@H](C)CO)S(=O)(=O)c2ccc(C#C[C@@H](C)O)cc2O[C@@H]1CN(C)Cc1cccnc1,-0.4
C[C@@H]1CN([C@@H](C)CO)C(=O)c2cc(NC(=O)c3ccncc3)ccc2O[C@@H](C)CCCCO[C@H]1CN(C)C(=O)NC1CCCCC1,-0.5
C[C@@H]1CN([C@H](C)CO)C(=O)c2cc(C#Cc3cccc(F)c3)cnc2O[C@H]1CN(C)C(=O)C1CC1,-1.2
CC(C)NC(=O)N(C)C[C@H]1Oc2ccc(NC(=O)c3ccncc3)cc2C(=O)N([C@@H](C)CO)C[C@H]1C,-0.4
CO[C@@H]1CN(C)C(=O)c2ccc(NS(=O)(=O)CC(F)(F)F)cc2OC[C@H](C)N(C(=O)c2ccc3c(c2)OCO3)C[C@H]1C,0.5
O=C(C[C@H]1C[C@H]2c3cc(NS(=O)(=O)c4ccc(F)cc4)ccc3O[C@H]2[C@@H](CO)O1)NCCc1ccccc1,-0.6
CCCNC(=O)Nc1ccc2c(c1)OC[C@@H](C)N(Cc1cncnc1)C[C@H](C)[C@H](OC)CN(C)C2=O,0.2
COc1ccccc1C#Cc1ccc2c(c1)[C@@H]1[C@@H](CCN1C(=O)c1ccccc1)[C@@H](CO)N2,1.2
C[C@@H]1CCCCO[C@@H](CN(C)C(=O)Nc2ccc3c(c2)OCO3)[C@H](C)CN([C@H](C)CO)C(=O)c2cc(NC(=O)Nc3cccc4ccccc34)ccc2O1,0.5
O=S(=O)(N[C@H]1CC[C@H](CCn2cc(C3CC3)nn2)O[C@H]1CO)c1ccc(F)cc1,-1.3
O=C(C[C@@H]1CC[C@H]2[C@@H](COC[C@H](O)CN2C(=O)c2cnccn2)O1)N1CCN(c2ccccc2)CC1,0.9
CCC(=O)N1[C@@H]2c3cccc(=O)n3C[C@@H]2[C@@H](CO)[C@@H]1C(=O)NCC1CC1,1.1
CCNC(=O)c1cc2c(c(-c3cccc(-c4ccncc4)c3)n1)[C@@H](CCO)N(S(=O)(=O)CC)C2,1.3
Cc1ccc(S(=O)(=O)N(C)C[C@H]2OCCCC[C@H](C)Oc3ccc(NC(=O)CCC(F)(F)F)cc3C(=O)N([C@@H](C)CO)C[C@@H]2C)cc1,-0.2
C[C@@H]1CN([C@H](C)CO)C(=O)c2cc(NS(C)(=O)=O)ccc2O[C@H]1CN(C)Cc1ccncc1,0.0
C[C@@H]1CCCCO[C@@H](CN(C)C(=O)Nc2ccccc2)[C@H](C)CN([C@H](C)CO)C(=O)c2cc(NC(=O)C3CCCCC3)ccc2O1,-1.0
COc1cccc(CN2[C@H](CO)[C@@H](c3ccccc3)C23CN(C(=O)C2CCCC2)C3)c1,1.2
Cc1noc(C)c1NC(=O)Nc1ccc2c(c1)C(=O)N([C@@H](C)CO)C[C@H](C)[C@H](CN(C)S(=O)(=O)c1c(C)noc1C)O2,0.8
C[C@@H]1CN([C@H](C)CO)C(=O)c2cc(N(C)C)ccc2O[C@@H](C)CCCCO[C@H]1CN(C)C(=O)Cc1ccccc1,-36
C[C@H]1CN([C@@H](C)CO)C(=O)c2cc(NS(=O)(=O)c3ccccc3)ccc2O[C@@H]1CN(C)Cc1ccc2c(c1)OCO2,-1.2
O=C(C[C@H]1C[C@H]2c3cc(NC(=O)Cc4ccncc4)ccc3O[C@H]2[C@@H](CO)O1)NCc1ccccn1,-3.1
O=C(Nc1ccc2c(c1)OCO2)N[C@@H]1C=C[C@@H](CC(=O)N2CCN(c3ccccc3)CC2)O[C@H]1CO,-0.6
CCCN(C)C[C@H]1OCCCC[C@@H](C)Oc2ccc(NC(=O)CCCN(C)C)cc2C(=O)N([C@H](C)CO)C[C@@H]1C,0.0
C[C@@H]1CCCCO[C@H](CN(C)C(=O)Nc2ccccc2)[C@H](C)CN([C@H](C)CO)C(=O)c2cc(NS(C)(=O)=O)ccc2O1,0.8
CO[C@H]1CN(C)C(=O)c2ccc(NC(=O)NC(C)C)cc2OC[C@H](C)N(C(=O)CC2CC2)C[C@H]1C,-1.0
O=C(Nc1ccc(C(F)(F)F)cc1)Nc1ccc2c(c1)[C@@H]1C[C@H](CC(=O)N3CCc4ccccc4C3)O[C@@H](CO)[C@@H]1O2,0.1
O=C(C[C@H]1C[C@@H]2c3cc(NC(=O)c4cccnc4)ccc3O[C@@H]2[C@H](CO)O1)NCc1cccnc1,0.8
C[C@@H]1CN([C@H](C)CO)C(=O)c2cc(Br)cnc2O[C@H]1CN(C)CC1CCCC1,-0.2
Cc1noc(C)c1NC(=O)N(C)C[C@@H]1Oc2ccc(NC(=O)Nc3ccc(F)cc3)cc2CC(=O)N([C@H](C)CO)C[C@H]1C,0.0
O=C(Cc1ccncc1)Nc1ccc2c(c1)[C@@H]1C[C@H](CC(=O)NC3CCCC3)O[C@H](CO)[C@@H]1O2,-0.5
Cc1ccccc1-c1ccc(C2[C@@H]3CN(C(=O)C4CC4)C[C@H]2N3)cc1 (some centres undefined),-11&-0.4
CNC(=O)C[C@H]1CC[C@@H]2[C@H](COC[C@@H](O)CN2C(=O)c2ccccn2)O1,0.0
C[C@H](CO)N1C[C@H](C)[C@@H](CN(C)Cc2ccc(C(F)(F)F)cc2)Oc2ccc(NC(=O)CCCCCC(=O)Nc3ccccc3N)cc2C1=O,-0.8
COc1ccc2c3c(n(C)c2c1)[C@@H](CO)N(Cc1ccccc1F)CC31CN(C(=O)C2CC2)C1,-0.7
CNC[C@H]1Oc2c(NS(=O)(=O)c3ccc(F)cc3)cccc2C(=O)N([C@@H](C)CO)C[C@@H]1C,-0.3
O=C(c1ccc(F)cc1)N1CC(=O)N2[C@@H](CO)[C@H](c3ccc(-c4ccccc4)cc3)[C@@H]2C1,-1.2
C[C@@H]1CN([C@H](C)CO)C(=O)c2cc(-c3ccc(F)cc3)cnc2O[C@H]1CN(C)C(=O)CN(C)C,0.5
CC(C)NC(=O)Nc1ccc2c(c1)C(=O)N(C)[C@@H]1CC[C@@H](CC(=O)NCC3CCCCC3)O[C@@H]1CO2,-1.1
C[C@H](CO)N1C[C@H](C)[C@@H](CN(C)Cc2ccc(Oc3ccccc3)cc2)Oc2ccc(NC(=O)Nc3cccc4ccccc34)cc2C1=O,2.2
# Following part
SMILES,TcdB inh
CCN(C[C@H]1[C@@H](c2ccccc2)[C@H](CO)N1CC1CC1)C(=O)c1ccccn1,-1.5
CN(C)C(=O)C[C@@H]1C=C[C@H](NC(=O)NC2CCCC2)[C@@H](CO)O1,-2.0
C[C@@H]1CN([C@@H](C)CO)C(=O)c2cccc(NS(=O)(=O)c3cn(C)cn3)c2O[C@H]1CN(C)C(=O)Nc1ccc(C(F)(F)F)cc1,0.4
C[C@H](NC(=O)C[C@@H]1CC[C@@H]2[C@H](COC[C@H](O)CN2C(=O)Nc2cc(Cl)cc(Cl)c2)O1)c1ccccc1,-0.9
COc1cccc(S(=O)(=O)N2CCCCN3[C@H](CO)[C@@H](c4ccc(-c5cccnc5)cc4)[C@H]3C2)c1,-0.3

# The list is partial; count on the stated rates, not on these rows.
